V-ATPase pHluor – regulators of yeast V-ATPase proton pumping, primary screen, pHLuorin cytosolic pH fluorescence. S. cerevisiae. response, % at 10 µM. 0.37% of 350,000 active. AID 504577, 2011; in the data active = response mostly above about 7.3%, no sharp cut-off; inactive = mostly below about 5.4%; also: actives read high; inactives centre near 0; some compounds called inactive have numbers as strong as hits; reference of the scale not given here
CAL-PDZ inh HTS – untagged CAL PDZ binding inhibitors, primary screen, biochemical, fluorescence polarization, HTS; Golgi-associated PDZ and coiled-coil motif-containing protein (Homo sapiens), Q9HD26; 0.92% of 300,000 active; inhibition, % at 24.9 µM; purified CAL PDZ, TMR-peptide fluorescence polarization, 1 h; AID 602252, 2012;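 active = mean inhibition of at least 30% with at least half of replicates also reaching 30%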;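 also: 0% = DMSO neutral control and 100% = excess unlabeled competitor peptide PRC23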
Cardiac RTF inh – cardiac RTF calcium sensitivity inhibitors, primary screen, biochemical, IANBD-TnC fluorescence, EC70 calcium; inhibition, % at 7.15 µM; Troponin I, cardiac muscle (Homo sapiens) + Troponin T, cardiac muscle (Homo sapiens) + …; 0.12% of 340,000 active; IANBD-labeled cardiac RTF, Ca2+ fluorescence;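 active = inhibition above the mean inhibition of all tested compounds plus 3 SD, cut at about 17% in these data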;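 also: assay run at fixed EC70 calcium of 1.6 mM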
OPRM1-OPRD1 ag – agonists of OPRM1-OPRD1 heterodimerization, primary screen, cell-based, luminescence; cells; activation, % at 9.3 µM; Mu-type opioid receptor (Homo sapiens) + Delta-type opioid receptor (Homo sapiens), …; 0.3% of 340,000 active; in the data active = activation above about 18%;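 also: 0% = vehicle-treated cells and 100% = reference agonist; values of inactives mirror those of a sister screen read the other way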
HTR5A inv ag – HTR5A inverse agonists in luminescence cell assay, primary screen, counter-screen for OPRM1-OPRD1 heterodimer inverse agonist project, full-deck HTS. AID 504634, 2011. 0.083% of 340,000 active. HTR5A cell line, inverse agonism. inhibition, % at 9.3 µM. 5-hydroxytryptamine receptor 5A (Homo sapiens), P47898; in the data active = inhibition mostly above about 23%, no sharp cut-off; inactive = mostly below about 18%;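 also: 0% = cells with DMSO and 100% = no-cell wells with DMSO; some compounds called inactive have numbers as strong as hits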
Target sequence (P47898 whole entry, looked up): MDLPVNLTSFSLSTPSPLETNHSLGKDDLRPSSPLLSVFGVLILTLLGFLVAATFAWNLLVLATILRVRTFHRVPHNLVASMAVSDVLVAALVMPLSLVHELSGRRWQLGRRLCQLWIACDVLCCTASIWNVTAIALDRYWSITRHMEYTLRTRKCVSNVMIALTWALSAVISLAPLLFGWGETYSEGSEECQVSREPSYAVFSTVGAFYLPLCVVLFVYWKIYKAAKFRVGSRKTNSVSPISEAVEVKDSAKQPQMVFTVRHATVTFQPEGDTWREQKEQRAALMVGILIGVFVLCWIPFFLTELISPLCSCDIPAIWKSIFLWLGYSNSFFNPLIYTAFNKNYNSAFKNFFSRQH
HTR5A ag ctr – HTR5A agonists in luminescence cell assay, primary screen, counter-screen for OPRM1-OPRD1 heterodimer agonist project, full-deck HTS. 5-hydroxytryptamine receptor 5A (Homo sapiens), P47898. cell-based. activation, % at 9.3 µM. 0.61% of 340,000 active; in the data active = activation mostly above about 9.5%, no sharp cut-off; inactive = mostly below about 7.6%;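 also: 0% = cells with vehicle only and 100% = reference agonist; strong numbers were not always called active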
MOR-DOR inv ag – inverse agonists of MOR-DOR heterodimerization, primary screen, cell-based, luminescence; cell-based MOR-DOR heterodimer luminescence, inverse agonism; AID 504357, 2011; 0.21% of 340,000 active; inhibition, % at 9.3 µM; in the data active = inhibition above about 22%, passing the limit was not always enough;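 also: 0% = cells with DMSO and 100% = wells without cells with DMSO; values of inactives mirror those of a sister screen read the other way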
C-LANA FP – inhibitors of KSHV C-LANA binding to DNA, primary screen, biochemical, fluorescence polarization, FAM-LBS DNA, MBP-C-LANA, single point; Kaposi's sarcoma herpesvirus LANA C-terminal domain (residues 932-1162) DNA binding; 0.078% of 340,000 active; inhibition, % at 9 µM;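 active = highest replicate inhibition at or above 60% at 9 µM, even if other replicates fall short; inactive = all replicates below 60% inhibition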;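 also: 0% = neutral control wells and 100% = 4 µM acridine orange control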
Keap1 Nrf2 FP – Keap1-Nrf2 protein-protein interaction inhibitors, primary screen, biochemical, fluorescence polarization, single point; inhibition, % at 9.4 µM; Kelch-like ECH-associated protein 1 (Homo sapiens), Q14145; 0.15% of 340,000 active; Keap1 Kelch-Nrf2 peptide fluorescence polarization, 1536-well; in the data active = inhibition above about 12%;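 also: human Keap1 Kelch domain with fluorescein labeled Nrf2 9mer peptide probe; 0% = neutral control wells and 100% = peptide positive control; higher means more block of Keap1 binding to Nrf2 peptide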
Target sequence (Q14145 whole entry, looked up, the tested form may be a part): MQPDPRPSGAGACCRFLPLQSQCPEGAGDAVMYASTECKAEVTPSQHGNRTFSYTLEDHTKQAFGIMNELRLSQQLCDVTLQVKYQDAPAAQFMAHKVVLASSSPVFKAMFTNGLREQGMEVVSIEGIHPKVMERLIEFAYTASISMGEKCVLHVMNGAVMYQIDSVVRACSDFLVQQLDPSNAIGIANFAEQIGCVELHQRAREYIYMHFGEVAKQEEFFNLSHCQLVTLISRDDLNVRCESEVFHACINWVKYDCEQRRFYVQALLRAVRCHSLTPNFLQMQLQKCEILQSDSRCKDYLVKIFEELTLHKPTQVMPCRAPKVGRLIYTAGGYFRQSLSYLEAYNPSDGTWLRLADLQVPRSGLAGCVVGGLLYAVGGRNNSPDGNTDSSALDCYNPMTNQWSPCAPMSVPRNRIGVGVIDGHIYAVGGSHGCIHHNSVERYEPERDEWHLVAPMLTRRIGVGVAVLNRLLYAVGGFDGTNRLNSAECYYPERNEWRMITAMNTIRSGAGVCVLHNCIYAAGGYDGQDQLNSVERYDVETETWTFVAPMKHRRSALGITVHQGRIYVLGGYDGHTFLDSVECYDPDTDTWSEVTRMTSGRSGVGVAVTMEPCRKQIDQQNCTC
RTF Ca sens act – cardiac RTF calcium sensitivity activators, primary screen, biochemical, IANBD-TnC fluorescence, EC20 calcium; Troponin I, cardiac muscle (Homo sapiens) + Troponin T, cardiac muscle (Homo sapiens) + …; IANBD-labeled TnC RTF fluorescence at EC20 calcium; 0% EC20 calcium, 100% full calcium; activation, % at 7.2 µM; 0.24% of 340,000 active; AID 493008, 2010;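 active = activation above the mean over all tested compounds plus 3 SD, cut at about 30% in these data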;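 also: rise in fluorescence read as greater calcium sensitivity of cardiac thin filaments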
An asterisk follows results filed as active; nt = not tested or not shown. Random draw from the library (roughly 2.8% active in at least one column).

#	structure	V-ATPase pHluor	CAL-PDZ inh HTS	Cardiac RTF inh	OPRM1-OPRD1 ag	HTR5A inv ag	HTR5A ag ctr	MOR-DOR inv ag	C-LANA FP	Keap1 Nrf2 FP	RTF Ca sens act
1	COc1ccc(-c2ccc([C@H]3[C@@H]4C=CCC[C@@]4(C)C(=O)N3Cc3ccccc3)c(F)c2)cc1	-3	-2	-3	1.8	0	2	-10	1.2	0	-6
2	CCCC(=O)Nc1c(C(=O)OCC)[nH]c2ccccc12	5	8	-6	-2.6	-7	2	14	-0.6	-1	-1
3	O=C(COC(=O)/C=C/c1ccc(C(F)(F)F)cc1)NC1CCS(=O)(=O)C1 (configuration not stated)	2	-4	-8	1.1	-17	6	-7	-0.5	-4	5
4	CC(C)[C@H](NC(=O)c1cccc(CN(Cc2ccccc2)C(=O)/C=C/c2ccccc2)c1)C(=O)O	6	-11	-7	-1.1	-42	-4	6	0.0	-5	1
5	CCOc1ccc(-c2ccc(/C=C3/C(=N)N4C=CSC4=NC3=O)o2)c([N+](=O)[O-])c1	3	-6	-1	-1.4	22	0	7	-2.1	2	-3
6	C/C(=N/OC(=O)c1ccccc1)c1oc(C)nc1C	-3	-3	3	-4.2	4	-2	21	0.5	5	-8
7	CCOC(=O)C1=C(CSc2nc3c(cc2C#N)CN(C)CC3)OC(N)=C(C#N)C1c1ccc(Cl)cc1 (configuration not stated)	-3	-1	-13	-1.9	-7	-4	9	3.1	-6	5
8	O=C(O)/C=C/C(=O)NCc1ccccn1	-2	-6	-7	0.5	0	0	-2	2.3	-3	4
9	CN1CCN(c2nnc(-c3cccs3)c3ccccc23)CC1	0	-3	0	-3.4	-2	1	18	-0.9	-5	4
10	Cc1nn(Cc2ccc(Cl)cc2)c(C)c1NC(=O)CCCn1nc([N+](=O)[O-])c(Cl)c1C	4	nt	3	1.1	15	2	-6	-2.6	-2	-7
11	Cc1ccc(C2C(=O)N(C3CCC(C)CC3)CC(=O)N2C2CCCC2)cc1 (configuration not stated)	-1	13	-5	-1.0	3	-2	5	1.0	-3	-6
12	O=C1C2C3C=CC(C3)C2C(=O)N1CCN1CCN(Cc2ccc([N+](=O)[O-])cc2)CC1 (configuration not stated)	0	-3	-2	-1.6	15	-6	10	-0.9	0	4
13	CC(=O)c1c(Nc2ccccc2)sc(C(=O)c2ccccc2)c1C	1	0	16	-2.7	14	-1	15	-1.3	-3	5
14	COc1cc(/C=C/C(=O)O)cc(S(=O)(=O)NC2CC2)c1OC	3	-3	-6	-1.7	4	-3	7	-0.1	0	0
15	CCN1CCN(C(=O)/C(=C/c2cccs2)NC(=O)c2ccc(C)c(C)c2)CC1	-2	0	1	-1.8	2	-3	10	-1.5	5	-5
16	CCOC(=O)c1c(NC(=O)CSc2nc3ccccc3c(=O)n2-c2ccccc2)sc(C(C)=O)c1C	-2	-2	-5	-1.7	6	-3	11	-0.6	2	-4
17	CCOC(=O)c1ccc(CNC(=O)CSc2nnnn2-c2ccc(Cl)cc2)o1	-2	-2	-4	-1.3	10	-3	7	-0.5	-2	0
18	CCC(CC)NCC(O)COc1ccc(Br)cc1 (configuration not stated)	-1	-2	0	-2.0	13	-5	9	1.7	-4	5
19	Cc1c(CN2CCC(CO)(Cc3ccccc3)CC2)c2ccccc2n1C	-1	2	-2	0.3	-1	-3	-2	0.1	3	-5
20	O=C1Cc2c(-c3ccccc3)cc(-c3cccc(Cl)c3)nc2-c2ccccc2N1	-7	-4	1	-2.6	4	-1	13	-1.8	-1	-6
21	COCCCNC(=S)N(CCO)Cc1cc2cc3c(cc2[nH]c1=O)OCO3	4	nt	-10	0.1	-15	-2	0	2.1	-7	10
22	Cc1ccc2oc(C(=O)NCC(c3ccco3)N(C)C)c(C)c2c1 (configuration not stated)	1	-6	0	-0.9	-6	0	5	-1.3	0	-1
23	CCOc1ccc(OCCC(=O)OCC(=O)N2CCN(S(=O)(=O)c3ccc(C)cc3C)CC2)cc1	-2	nt	-3	-0.2	-6	5	1	1.0	-4	0
24	O=C1C2C3C=CC(C3)C2C(=O)N1Cc1ccccc1 (configuration not stated)	1	nt	-4	0.1	-10	-6	0	-0.9	1	-5
25	COc1ccccc1NC(=O)c1cc(Br)ccc1Cl	-1	-3	0	-0.6	4	-2	3	0.9	3	-2
26	COc1ccccc1NS(=O)(=O)c1ccc(N2CCOCC2)c(N)c1	-2	-26	4	-1.7	-4	1	7	0.8	-2	-1
27	Cc1ccc(NC(=O)c2cncc(Br)c2)c([N+](=O)[O-])c1	-3	-1	2	6.2	2	0	-32	0.6	-4	11
28	CCOc1ccc(NS(=O)(=O)c2ccc(NC(=O)C3CCCO3)cc2)cc1 (configuration not stated)	-1	-4	4	-0.5	-9	-5	3	-0.1	3	1
29	CCn1c(SCC(=O)Nc2cc(C)on2)nnc1-c1cccs1	2	-3	-5	-2.3	17	3	13	0.1	-3	-3
30	CCOc1ccc(NC(=O)N(C2CCCCC2)C(C)c2cccnc2)cc1 (configuration not stated)	-1	nt	-8	-4.6	-7	3	24	0.3	-1	-6
31	COc1cc(C2Nc3ccccc3C(=O)N2NS(C)(=O)=O)c([N+](=O)[O-])cc1OC (configuration not stated)	-2	-6	-7	-1.5	-10	3	7	-1.0	-2	1
32	Cc1ccccc1NC(=O)Cc1nc(COC(=O)c2nc(Cl)ccc2Cl)cs1	-1	-1	-5	-1.7	-2	1	7	-2.4	-8	2
33	C=CCOC(=O)C1=C[C@H](c2ccc(C(F)(F)F)cc2)[C@@H](CCCO)[C@H](OCC)O1	-3	4	-1	4.1	-23	-7	-22	-0.8	3	4
34	CCn1c(C)c(C)c2cc(C(=O)NCCc3ccco3)ccc21	-5	4	2	-1.4	-3	1	8	-0.6	-8	-1
35	O=S(=O)(NCC(c1ccc2c(c1)OCO2)N1CCOCC1)c1ccc(F)cc1 (configuration not stated)	5	-3	-15	-2.7	14	-6	14	0.5	-1	10
36	COC(=O)c1cc(S(=O)(=O)N2CCN(c3cccc(OC)c3)CC2)cn1C	0	-3	-9	2.1	12	0	-11	-0.4	-6	2
37	CC(C)n1c(N2CCN(C(=O)Nc3ccccc3)CC2)nc2ccccc21	-5	-6	-9	1.9	-25	1	-11	-0.6	2	4
38	O=C(CN1CCOCC1)OCCCc1ccccc1	6	2	4	-1.5	13	1	8	1.3	-4	6
39	CN1C(=O)N(C)C(c2cccc([N+](=O)[O-])c2)C2=C1CCCC2=O (configuration not stated)	6	-7	0	-1.7	-5	2	9	0.1	-2	4
40	COc1ccc(CSc2nnnn2-c2ccc(O)cc2)cc1F	3	-1	-12	0.0	3	-1	0	-1.5	-3	-6
41	O=C1NC(c2ccccc2)=C(c2ccccc2)C1=O	-2	-3	-17	0.4	3	6	-2	1.6	-1	11
42	C=C(C)C(=O)Nc1cccc(C2=NOC3(C2)C[C@@H](C(N)=O)N(C(=O)CCCCC)C3)c1 (some centres not stated)	-1	-6	1	-2.5	0	1	14	59	-3	-7
43	CC(C)c1ccccc1NC(=O)CNCCc1ccc(C(F)(F)F)cc1	-2	1	-4	5.8	-8	-2	-30	-0.2	1	3
44	Cc1c(/C=N/NC(=O)c2cccnc2)cc(C#N)n1C	1	-1	8	-3.6	-6	3	19	1.1	-3	-2
45	COc1ccc(N2CCC(CNC(=S)Nc3cc(C)ccc3C)C2)cc1 (configuration not stated)	-4	1	-6	0.8	-18	0	-4	0.6	-3	-4
46	CCN(CC)CCCNC(=O)c1cn(C)c(=O)c2c1c1ccccc1n2C	-3	-1	-6	-2.7	8	-2	16	-1.2	2	1
47	Cc1ccccc1CSc1n[nH]c(NS(=O)(=O)c2ccccc2)n1	-5	0	-1	-0.2	13	2	1	0.3	0	-6
48	CCN(CC)C(=O)CC(c1ccc(F)cc1)c1ccc(OC)cc1 (configuration not stated)	-2	-4	0	-1.0	11	-3	5	0.2	-3	3
49	O=C(CSc1nc(-c2ccccc2)c(-c2ccccc2)o1)N1CCOCC1	-6	-1	-7	-0.7	-8	3	3	-2.2	2	-1
50	COc1ccc(NC(=O)C(NC(=O)c2ccc(C)cc2)c2ccccc2)cc1 (configuration not stated)	1	8	-1	-1.1	0	0	6	0.0	0	3
51	Cc1nc(C)n(C)c(=O)c1-c1ccccc1	-3	-2	-1	0.2	1	0	-1	1.2	-1	-3
52	CN(c1ccccc1)S(=O)(=O)c1cccc(C(=O)OCC(=O)NCc2ccccc2)c1	6	-2	-6	1.4	8	-2	-7	2.6	1	-5
53	NC1=NC[C@H](Cc2ccccc2)N1CCc1cc(C(F)(F)F)cc(C(F)(F)F)c1	-2	-4	-5	0.0	-13	6	0	-1.8	-5	-3
